# High-throughput results deposited in PubChem by NCI.
# All columns: NCI-60 one-dose screen, growth in % after 48 h at 10 µM unless noted; 100 = growth as untreated, 0 = no growth, -100 = all killed.
# SK-OV-3: SK-OV-3 ovarian cancer cells; hit rate 3.2% among 80,000
# OVCAR-4: OVCAR-4 ovarian cancer cells; hit rate 3.7% among 80,000
# UO-31: UO-31 renal cancer. hit rate 5.2% among 81,000
# SN12C: SN12C renal cancer cells; hit rate 3.8% among 81,000
# IGROV1: IGROV1 ovarian cancer | hit rate 4.7% among 79,000 | AID 1794786
# OVCAR-5: OVCAR-5 ovarian cancer. hit rate 2.9% among 82,000
# TK-10: TK-10 renal cancer cells; hit rate 3.9% among 81,000
# 786-0: 786-0 renal cancer cells; hit rate 5.1% among 81,000; AID 1794775
# * hit, by the source's call; x = not tested or not shown; & = joins results of further samples. How the source made its calls: active means growth percent below 10; inactive means the rest.
# Every second line gives: SK-OV-3	OVCAR-4	UO-31	SN12C	IGROV1	OVCAR-5	TK-10	786-0
c1cn2cc(-c3ccc4ncn(C5CCCCC5)c4c3)nc(-c3ccc4c(c3)ncn4C3CCCCC3)c2n1
  -72*	2.8*	-85*	-55*	-42*	-24*	-59*	-47*
O=C1OC(c2nc3ccccc3s2)=C/C1=C\c1ccc(O)cc1
  103	100	76	94	95	85	114	107
OCCN1CCN=C1Cc1ccccc1
  109	114	94	97	109	107	91	103
Cc1cccc(C)c1OC(=O)c1ccccc1
  115	124	79	102	106	101	100	117
COc1ccc(-c2nn(CC(=O)N3CCc4ccccc4C3)c(N)c2C#N)cc1
  95	85	62	94	77	95	107	94
CC1CCC(Nc2ccncc2CO)CC1 (stereo not given)
  105	102	84	108	98	99	90	91
ClC(c1ccccc1)(c1ccccc1)C(Cl)(c1ccccc1)c1ccccc1
  96	94	74	93	88	117	110	96
COc1ccc(-c2nc(-c3ccccc3)c(-c3ccccc3)n2C2CC2)cc1OC1CCCCC1
  89	68	63	73	63	83	92	74
COc1ccc(C2CC(c3ccc(Nc4ccnc5cc(Cl)ccc45)cc3)=NN2C=O)cc1 (stereo not given)
  97	62	43	64	67	102	91	71
CNC(=O)c1cc(N2CCc3cc(NC(=O)Nc4ccc(F)c(C(F)(F)F)c4)ccc32)ccn1
  89	61	72	69	65	100	88	64
O=C(NCCOC(=O)Nc1cccc2ccccc12)OCc1ccccc1
  107	105	82	103	113	100	95	105
O=C(c1ccccc1)C(CN1CCCCC1)c1ccccc1 (stereo not given)
  107	40	-36*	26	56	33	11	1.4*
COc1ccc(C2=NNC(=O)C3(CCCCC3)C2)cc1
  105	86	98	112	89	99	110	108
CC(C)OC(=O)c1ccc2n1CCCc1cnc(N)nc1-2
  113	108	94	102	110	103	105	98
CCOC(=O)c1[nH]n(-c2ccccc2)c(=O)c1/C=N/C(=S)Nc1ccc(Cl)cc1Cl
  102	109	86	107	102	104	105	107
Cc1ccccc1NC(=O)Oc1cccc(OC(=O)c2ccccc2)c1
  110	105	92	100	85	91	113	98
COc1ccc2c(c1)C(CCN(C)C)(CCN(C)C)C(=O)CC2
  106	101	83	103	105	101	94	99
COc1ccc(C2=NN3C(C2)c2ccccc2OC3c2ccc(/C=C3\SC(=S)N(C)C3=O)cc2)cc1 (stereo not given)
  89	90	72	97	95	104	105	99
CNS(=O)(=O)c1ccc(Cl)c(Cl)c1
  105	100	109	93	114	98	89	86
COc1ccc(-c2cn3ccnc3c(NCCn3cc(COc4ccc5c(C)cc(=O)oc5c4)nn3)n2)cc1
  102	107	83	93	105	112	106	107
CCCCN(CCCC)CC(O)c1cc(-c2ccc(Cl)c(Cl)c2)cc2cc(Cl)ccc12 (stereo not given)
  71	x	48	78	75	87	125	91
CCOC(=O)CCCCc1ccc(C(=O)CCC(=O)O)cc1
  99	116	83	102	108	112	92	97
COc1cc(CNC(=O)/C=C/c2ccc3c(c2)OCO3)ccc1OCc1cn(-c2cccc(C(F)(F)F)c2)nn1
  47	35	-4.4*	21	45	37	20	-45*
CN(C)c1ccc(C2C(C#N)=C(/N=C/c3ccccc3)Oc3c2ccc2ccccc32)cc1 (stereo not given)
  67	97	51	78	50	99	144	89
O=C1/C(=C/c2cc(-c3ccc4c(c3)OCO4)n[nH]2)CCc2ccccc21
  85	85	53	93	53	110	140	102
Cc1nc2c(ccc3ccccc32)s1
  107	108	97	107	109	102	119	101
c1cc2c(c(CC3CO3)c1CC1CO1)OCCOCCOCCOCCO2 (stereo not given)
  104	97	87	98	83	103	93	98
Cc1ccc(C(=O)NNC(=O)N2c3ccccc3C=Cc3ccccc32)cc1
  114	104	90	92	101	96	99	103
CCOc1cc(/C=N/N=C(N)N)ccc1O
  104	120	83	97	134	116	124	116
COc1cc2ncnc(Nc3ccc(S(=O)(=O)Nc4cc(C)on4)cc3)c2cc1OCCCN1CCN(c2ccc([N+](=O)[O-])cc2)CC1
  99	111	79	102	108	106	103	109
CC(CCCN1CCCC1)Nc1ccnc2cc(Cl)ccc12 (stereo not given)
  110	90	66	96	97	118	100	103
CCN(CC)CCCCCCNc1cc(OC)cc2cccnc12
  101	45	63	89	89	98	130	-51*
C/C(=N/NC(N)=S)c1sc(Nc2ccc(F)cc2)nc1C
  101	82	55	80	93	89	80	85
Cc1nc2sc(C(=O)Nc3ccc(Cl)cc3)c(N)c2cc1C(O)c1ccccc1 (stereo not given)
  51	65	48	41	54	60	60	47
Cc1ccc(/C=C2\Oc3cc(C)c(Cl)cc3C2=O)cc1
  x	91	109	100	47	111	110	104
CN1CCC(=C2c3ccccc3Sc3ccccc32)CC1
  100	93	55	88	78	x	82	75
COCC[C@H]1CCC/C=C/[C@@H]2C[C@H](O)C[C@H]2[C@H](O)/C=C/C(=O)O1
  34	27	11	8.2*	16	9.7*	-39*	-46*
COc1ccc(-c2nc(SCC(C)C)nc(Nc3ccc(C(C)=O)cc3)c2C#N)cc1
  110	104	111	109	104	110	127	107
CC(=O)Oc1ccccc1O
  116	48	80	91	74	99	126	107
O=[N+]([O-])c1ccc(N/N=C\c2ccc(Cl)cc2Cl)nc1
  105	106	94	99	102	117	117	109
COc1ccn(C2CCCCO2)c(=O)n1 (stereo not given)
  101	110	85	104	111	105	106	107
O=C(O)c1ccc(Cl)cc1Nc1ccc(F)cc1
  71	38	63	69	119	81	85	69
CC[C@H](CO)Nc1ccc2ncc(C#Cc3cncc(C(=O)Nc4ccc(CN5CCN(C)CC5)c(C(F)(F)F)c4)c3)n2n1
  -46*	-48*	-83*	-65*	-33*	-38*	-57*	-97*
N#CC1=C(N2CCOCC2)NC(c2cccc([N+](=O)[O-])c2)c2sc3c(F)cccc3c21 (stereo not given)
  93	100	67	96	85	95	153	112
CC1(O)CC(CSC#N)OC(c2ccc(F)cc2)C1 (stereo not given)
  107	83	87	88	107	95	102	101
CN1CCN(CC(=O)N(C)c2ccc(N=C(c3ccccc3)c3c(O)[nH]c4ccc([N+](=O)[O-])cc34)cc2)CC1
  14	58	29	57	49	122	103	44
CCOCc1c(C)cc(C)cc1C
  109	108	87	x	103	105	97	102
CC12ON=C(c3ccc(F)cc3)N1CCc1c2[nH]c2ccccc12 (stereo not given)
  106	102	81	92	110	116	108	106
CC(C)CCSc1nc(NNC(N)=S)c(C#N)c(-c2ccccc2)n1
  96	95	65	81	90	78	104	97
CCOC(=O)C(C#N)=C(c1ccccc1)c1ccccc1
  98	94	70	85	91	89	95	95
COc1cc2c(cc1O)CCc1cc(O)cc(OC)c1-2
  97	95	95	89	105	109	126	97
COc1cc2c(cc1OC)-n1c(cnc1-c1ccccc1)N1NC(=O)CNC(=S)/N=C/21
  95	110	77	91	79	102	134	100
O=C(Nc1ccccc1Cl)c1cnc2ccc(C3CCNCC3)cn12
  40	101	-9.9*	59	-51*	31	-13*	53
Cc1ccc(NC(=O)CCS)cc1
  116	99	85	106	117	107	118	103
Cc1c(CN)cc(-c2ccc(Cl)cc2)n1-c1ccccc1
  85	40	59	88	48	81	66	91
Cn1nc(N)c2ncc(C(Cl)(Cl)Cl)nc21
  122	108	105	103	117	104	100	106
CC1(C)N=C(N)N=C(N)N1c1cccc(CCCCc2ccccc2)c1
  30	7.1*	27	9.1*	x	39	18	-48*
COc1ccc(-c2cc(-c3ccncc3)[nH]c(=O)c2C#N)cc1
  100	98	82	95	103	97	111	100
CC(C)(c1ccc(N)cc1)c1ccc(N)cc1
  102	100	98	98	111	101	88	94
C/C(=N\NC(=S)Nc1ccccc1)c1sc(Nc2ccc(C)cc2)nc1C
  110	109	97	116	107	115	143	98

# (next part)
# Every second line gives: SK-OV-3	OVCAR-4	UO-31	SN12C	IGROV1	OVCAR-5	TK-10	786-0
CCOC(=O)c1cnn(CC(C)O)c1NC(=O)NCc1ccccc1F (stereo not given)
  112	109	89	105	103	109	71	90
CCCCCC(CC)(C(=O)OCC)C(=O)OCC
  107&109	83&100	91&85	102&105	104&104	105&114	114&115	112&99
COC(=O)c1ccccc1NC(=S)Nc1ccc(S(=O)(=O)Nc2ccc(Cl)nn2)cc1
  100	98	82	99	89	103	167	107
CCOC(=O)C[C@@H]1C(=O)N2CC[C@@]3(C(=O)Nc4ccccc43)[C@@H]2C[C@@H]1C(=O)OCC
  109	70	96	101	101	104	98	102
Cc1ccc(S(=O)(=O)Nc2ccc3cc([N+](=O)[O-])ccc3c2[N+](=O)[O-])cc1
  103&78	106&81	58&47	92&75	88&75	106&97	101&78	86&72
O=C(CCCCC1CCSS1)Nc1ncnc2n[nH]c(-c3ccc(Oc4ccccc4)cc3)c12 (stereo not given)
  123	108	73	106	94	101	109	117
Cc1ccc(S(=O)(=O)NC(=O)c2ccccc2)cc1
  x	111	91	102	116	90	102	107
NS(=O)(=O)c1ccc(C(=O)N2N=C(c3ccc(F)cc3)CC2c2ccc(F)cc2)cc1 (stereo not given)
  92	94	77	100	101	96	109	101
COc1cc(-c2nc(SC(C)C)nc(Nc3cccc4ccccc34)c2C#N)cc(OC)c1OC
  85	72	63	90	70	90	92	82
Cc1ccc(CN(C2CCS(=O)(=O)C2)S(=O)(=O)c2ncsc2-c2ccccc2)cc1 (stereo not given)
  109	99	92	111	101	108	111	98
N#Cc1c(-c2ccc(Br)cc2)nc2n[nH]c(-c3ccc(Br)cc3)c2c1-c1cccs1
  70	65	47	60	75	85	112	91
NC(=O)c1cc(Br)ccc1O
  100	113	90	109	112	107	102	112
Oc1ccc(-c2nc3c4c(-c5ccccc5)c(-c5ccccc5)oc4ncn3n2)cc1
  109	92	73	98	97	102	134	102
CC(=O)C1=C(C)OC(N)=C(C#N)C1c1cc2ccccc2n2nnnc12 (stereo not given)
  88	105	66	85	104	103	92	94

# Compounds shown so far with a cyano group:
# Every second line gives: SK-OV-3	OVCAR-4	UO-31	SN12C	IGROV1	OVCAR-5	TK-10	786-0
COc1ccc(-c2nn(CC(=O)N3CCc4ccccc4C3)c(N)c2C#N)cc1
  95	85	62	94	77	95	107	94
CN(C)c1ccc(C2C(C#N)=C(/N=C/c3ccccc3)Oc3c2ccc2ccccc32)cc1 (stereo not given)
  67	97	51	78	50	99	144	89
COc1ccc(-c2nc(SCC(C)C)nc(Nc3ccc(C(C)=O)cc3)c2C#N)cc1
  110	104	111	109	104	110	127	107
N#CC1=C(N2CCOCC2)NC(c2cccc([N+](=O)[O-])c2)c2sc3c(F)cccc3c21 (stereo not given)
  93	100	67	96	85	95	153	112
CC1(O)CC(CSC#N)OC(c2ccc(F)cc2)C1 (stereo not given)
  107	83	87	88	107	95	102	101
CC(C)CCSc1nc(NNC(N)=S)c(C#N)c(-c2ccccc2)n1
  96	95	65	81	90	78	104	97
CCOC(=O)C(C#N)=C(c1ccccc1)c1ccccc1
  98	94	70	85	91	89	95	95
COc1ccc(-c2cc(-c3ccncc3)[nH]c(=O)c2C#N)cc1
  100	98	82	95	103	97	111	100
COc1cc(-c2nc(SC(C)C)nc(Nc3cccc4ccccc34)c2C#N)cc(OC)c1OC
  85	72	63	90	70	90	92	82
N#Cc1c(-c2ccc(Br)cc2)nc2n[nH]c(-c3ccc(Br)cc3)c2c1-c1cccs1
  70	65	47	60	75	85	112	91
CC(=O)C1=C(C)OC(N)=C(C#N)C1c1cc2ccccc2n2nnnc12 (stereo not given)
  88	105	66	85	104	103	92	94

# A run of entries of the results above:
# Every second line gives: SK-OV-3	OVCAR-4	UO-31	SN12C	IGROV1	OVCAR-5	TK-10	786-0
Oc1ccc(-c2nc3c4c(-c5ccccc5)c(-c5ccccc5)oc4ncn3n2)cc1
  109	92	73	98	97	102	134	102
CC(=O)C1=C(C)OC(N)=C(C#N)C1c1cc2ccccc2n2nnnc12 (stereo not given)
  88	105	66	85	104	103	92	94
